PKM2 act – increases activity of human pyruvate kinase M2; P14618; purified PKM2, Kinase-Glo ATP luminescence, activation; response scale: 0% is enzyme alone, no compound; Potency, µM (series often up to 57.5 µM), for inactives: at the top dose activation, hits mostly activators; 0.34% of 260,000 active; AID 1631; further: potency means the concentration at half of the fitted maximal effect; on the % scale 0 is the no-effect control and ±100 the full control effect; nearly all actives have a fitted effect of over 55% in size
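hPK-M2, >95% pure; 0.1 mM ADP / 0.5 mM PEP final; imidazole pH7.2 buffer w/ 7 mM MgCl2, 50 mM KCl; 1 h RT; Kinase-Glo lum. Intermediate enzyme activity for dual inhibitor/activator qHTS.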
Coupling enz – coupling enzyme interference in Giardia aldolase counter-screen; activity change, negative = inhibition, % at 58.2 µM, hits read low; coupling enzyme system counterscreen, AmpLite Red fluorescence; 0.67% of 290,000 active; AID 2472; in the data active means activity change below about -30%; further: on the % scale 0 is the no-effect control and ±100 the full control effect
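Counterscreen of the coupled detection system alone, without aldolase: glyceraldehyde-3-phosphate coupling enzymes plus AmpLite Red readout. Compounds at 57.5 uM final, 10 min RT preincubation, 20 min RT reaction, fluorescence 525/598 nm.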
TRPV1 ag – activates the human vanilloid receptor TRPV1. Q8NER1. TRPV1-expressing cells, Fluo-8 calcium influx, agonist mode. activation, % at 8.33 µM. 0.19% of 320,000 active; in the data active means activation above about 80%; inconclusive means between about 30% and that limit; further: 0% is about no effect
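Fluo-8 calcium influx in TRPV1-expressing cells, kinetic read (ex 480/em 520 nm). Compound added and read 3 min for agonist activity, followed by capsaicin at EC20 final and 2 min further read for enhancement.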
B2AR arrestin – agonists driving beta-arrestin recruitment to human beta2-adrenergic receptor; 0.02% of 330,000 active; beta-arrestin recruitment to beta2AR, cell-based reporter; Potency, µM (titrated, usually from 46.1 µM), for inactives: at the highest dose activation, hits mostly activators; P07550;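 further: potency means the concentration at half of the fitted maximal effect; 0% = DMSO controls and full agonism = EC100 isoproterenol or metaproterenol; nearly all actives have a fitted effect of over 65% in size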
GALK inhibitor – inhibitors of human galactokinase; Purified GALK, Kinase-Glo residual ATP luminescence; P51570; Potency, µM (highest dose often 57.5 µM), for the others: at the highest dose activity change, negative = inhibition, hits mostly inhibitors; 0.007% of 270,000 active; further: potency means the concentration at half of the fitted maximal effect; on the % scale 0 is the no-effect control and ±100 the full control effect
Target sequence (P51570 whole entry, looked up): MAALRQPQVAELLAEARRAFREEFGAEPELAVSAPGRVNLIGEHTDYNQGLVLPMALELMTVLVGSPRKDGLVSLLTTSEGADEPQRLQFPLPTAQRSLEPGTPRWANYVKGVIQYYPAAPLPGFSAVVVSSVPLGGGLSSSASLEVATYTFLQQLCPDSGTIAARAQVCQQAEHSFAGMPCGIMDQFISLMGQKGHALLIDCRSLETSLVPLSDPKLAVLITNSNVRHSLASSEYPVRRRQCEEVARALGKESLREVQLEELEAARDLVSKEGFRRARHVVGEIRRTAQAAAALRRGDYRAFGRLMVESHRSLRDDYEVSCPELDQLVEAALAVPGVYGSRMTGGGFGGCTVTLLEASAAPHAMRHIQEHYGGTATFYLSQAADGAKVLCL
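Kinase-Glo Plus luminescence measured ATP left after a 1 h room-temperature reaction. The reaction used 5 nM GALK, 100 uM galactose and 35 uM ATP at pH 8.0 (20 mM HEPES, 5 mM MgCl2, 60 mM NaCl, 1 mM DTT, 0.01% BSA).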
Giardia killer – kills Giardia lamblia | activity change, % at 7.66 µM, hits read low | Giardia lamblia trophozoite viability | 0.15% of 340,000 active; in the data active means activity change below about -80%; inconclusive means between about -30% and that limit;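 further: parasites exposed to compound for two days anaerobically before the ATP read; on the % scale 0 is the no-effect control and ±100 the full control effect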
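Luminescence from cellular ATP indicates surviving trophozoites (100 cells/well) following 48 hrs anaerobic compound treatment at 37 deg C; signal develops 15-30 min at room temperature.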
KCNH2 3.1 block – blocks the human KCNH2 3.1 channel isoform | 0.95% of 340,000 active | activity change, % (tested at about 1.8 µM) | AID 720553 | U2OS KCNH2 3.1, thallium flux FluxOr; active compounds read low;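 active means maximum activity change below -70%; inconclusive means maximum activity change from -70% to -50%; inactive means maximum activity change above -50%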;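 further: thallium influx rate constant from kinetic fluorescence after stimulation buffer; on the % scale 0 is the no-effect control and ±100 the full control effect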
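Virally transduced U2OS (3.1 isoform, 4 h infection in dark at RT) → overnight 37 C → FluxOr + Red40 in HBSS/HEPES, 45 min → stimulation buffer, 2 min kinetic read → rate constant vs DMSO controls.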
USP2a block – USP2a (human) protease inhibition. Potency, µM (highest dose often 38.3 µM), without a hit: at the top dose activity change, negative = inhibition, actives largely listed as inhibitors. O75604. USP2 core, Ub-CHOP2 coupled fluorogenic reporter, 485/531. 0.01% of 330,000 active. AID 463254;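 further: potency means the concentration at half of the fitted maximal effect; plate controls were DMSO wells for no effect and full inhibition by NEM control for full effect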
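Deubiquitinase activity read as fluorescence (485/531 nm) after Ub-CHOP2 cleavage activates the enterokinase reporter on its substrate; USP2 core 10nM, Ub-CHOP2 and substrate 25nM each, 30min compound preincubation then 60min RT; data normalized to NEM, curves fitted.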
hERG WT inh – blocks the wildtype human KCNH2 potassium channel. activity change, % at 1.84 µM. AID 720551. 0.37% of 340,000 active. U2OS, BacMam KCNH2, thallium flux FluxOr; active compounds read low;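 active means maximum activity change below -70%; inconclusive means maximum activity change between -70% and -50%; inactive means maximum activity change above -50%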; further: on the % scale 0 is the no-effect control and ±100 the full control effect
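U2OS cells were transduced with wild-type KCNH2 virus (2.03 x 10^8 / mL) for 4 h at room temperature, then cultured overnight at 37 C. Thallium flux was read with FluxOr dye. Rate constants were normalized to DMSO controls.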
CXXC DNA block – blocks binding of human MLL CXXC domain to DNA | AID 2662 | Potency, µM (series often up to 115 µM), inactives show at the highest dose activity change, negative = inhibition, most hits filed as inhibitors | 0.037% of 290,000 active | Q03164 | MLL-CXXC / FITC-HOXA9 DNA fluorescence polarization; active means well fitted inhibition curve with a large enough effect in the polarisation, with a control signal flat, not every such curve was filed as active; inconclusive means small, poorly fitted or top-dose-only effect, or effect the other way, or a change in a side signal; inactive means no such curve, though single readings can be large or run the other way; the % refers to the polarisation; further: potency means the concentration at half of the fitted maximal effect
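Fluorescence polarization: 7 uM MLL-CXXC (stock) preincubated 5 min with compounds, then 50 nM fluorescein-HOX-A9 DNA (stock) added; 30 min ambient. Buffer 50 mM Tris-HCl pH 7.5, 50 mM NaCl, 1 mM DTT, 0.05% BSA.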
Menin MLL FP TR – menin-MLL binding inhibition, Texas Red mutant peptide | Potency, µM (series often up to 61.6 µM), for inactives: at the top dose FP activity change, negative = inhibition, hits mostly inhibitors | Menin + Texas Red MLL mutant peptide, fluorescence polarization | 0.23% of 270,000 active; active means well fitted inhibition curve with a large enough effect in the polarisation, with a control signal flat, not every such curve was filed as active; inconclusive means small, poorly fitted or top-dose-only effect, or effect the other way, or a change in a side signal; inactive means no such curve, though single readings can be large or run the other way; the % refers to the polarisation; further: potency means the concentration at half of the fitted maximal effect; % of control where 0% means no effect; many of its hits are not listed in these tables
Target sequence (O00255 whole entry, looked up): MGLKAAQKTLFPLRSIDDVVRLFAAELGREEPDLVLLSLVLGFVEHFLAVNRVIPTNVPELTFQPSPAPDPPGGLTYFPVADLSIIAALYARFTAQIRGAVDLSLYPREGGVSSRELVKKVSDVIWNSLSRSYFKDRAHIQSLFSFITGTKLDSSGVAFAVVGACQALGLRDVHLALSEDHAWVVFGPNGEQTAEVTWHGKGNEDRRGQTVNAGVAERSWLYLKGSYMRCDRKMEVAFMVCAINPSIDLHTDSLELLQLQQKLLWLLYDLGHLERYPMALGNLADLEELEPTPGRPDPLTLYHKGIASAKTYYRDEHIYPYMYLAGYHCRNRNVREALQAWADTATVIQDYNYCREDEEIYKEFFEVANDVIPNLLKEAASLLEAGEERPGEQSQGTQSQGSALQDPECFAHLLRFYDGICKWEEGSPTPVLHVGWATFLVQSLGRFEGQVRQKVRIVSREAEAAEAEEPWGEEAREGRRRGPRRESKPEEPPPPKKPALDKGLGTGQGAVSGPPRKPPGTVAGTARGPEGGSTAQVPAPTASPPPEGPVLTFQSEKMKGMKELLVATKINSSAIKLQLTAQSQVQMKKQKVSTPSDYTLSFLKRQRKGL
* marks the source's active call; other numbers are inactive results; ? = inconclusive; . = no result given; [ ] = dose if it differs, or a comment. Unless noted, the call rests on the fitted dose curve; in most records, active means well fitted curve in the direction sought with a large enough effect; inconclusive means small, poorly fitted or top-dose-only effect, or another doubt; inactive means no such curve, though single readings can be large; an effect the other way counts as inactive or inconclusive. The list is partial, so the mix of outcomes need not match the whole.

SMILES	TRPV1 ag	Giardia killer	Menin MLL FP TR	Coupling enz	USP2a block	B2AR arrestin	CXXC DNA block	GALK inhibitor	PKM2 act	hERG WT inh	KCNH2 3.1 block
Cc1cccc(/C=N\NC(=O)c2ccc(Cl)cc2)c1O	?	1.5	?	3.6	1.5%	-0.7%	0.3%	2.9%	-6.2%	25.8	39.0
CC(=O)Nc1ccc(Nc2ncnc3c2cnn3-c2ccccc2)cc1	-4.7	-4.5	?	1.6	1.5%	-0.1%	17.5%	-1.1%	-1.6%	-17.1	-1.2
CCOC(=O)C(=NC(C)(C)C)NNc1cc(Cl)ccc1Cl	4.9	7.5	7.0%	-1.2	-0.1%	-0.9%	17.2%	-2.1%	-16.0%	-11.4	-35.2
CC(O)c1nc2ccccc2n1CCCOc1ccccc1 (stereo not given)	?	-16.6	.	0.4	0.3%	-0.5%	9.2%	3.9%	-4.0%	-0.9	4.9
COc1ccc(Cl)cc1NC(=O)CN(C)C(=O)c1cc(C)oc1C	4.1	8.5	.	.	1.3%	-0.1%	.	.	.	-0.1	18.8
Cc1ccc(C(=O)Nc2cccc(C(=O)N/N=C/c3ccc(O)cc3)c2)cc1	3.7	-21.3	?	0.9	1.2%	-0.2%	6.7%	-1.8%	-2.3%	4.3	-4.4
O=C(N/N=C/c1cccc([N+](=O)[O-])c1)C1CC1c1ccccc1 (stereo not given)	18.2	-14.3	?	-7.4	2.3%	-0.1%	4.4%	0.8%	2.5%	-3.9	-1.1
O=C(Nc1ccc(F)cc1F)c1ccco1	-2.5	0.8	8.0%	-1.2	.	.	7.8%	-0.1%	-2.4%	-5.7	-77.1*
Cc1ccc(-n2c(C)cc(=O)cc2C)c(C)c1	2.6	-6.8	-3.6%	4.6	-0.9%	-0.2%	1.0%	1.4%	1.0%	-15.3	0.7
OCC1(CCc2ccccc2)CCCN(CCCC(F)(F)F)C1 (stereo not given)	8.7	-16.4	-16.2%	-1.9	-2.3%	0.3%	-18.8%	-1.5%	0.0%	42.4	-10.4
COC(=O)C1CCN(Cc2ccc(C)cc2)CC1	0.4	12.1	-1.9%	-0.2	2.4%	-0.9%	-5.3%	-1.9%	-0.7%	10.6	0.0
Cc1ccc(Cn2c(=O)oc3ccccc32)cc1	6.3	2.3	-8.3%	5.5	3.4%	-0.8%	11.5%	0.8%	.	.	3.9
Cc1ccc(-n2ncc3c2CC(C)(C)CC3NC(=O)c2ccccn2)cc1 (stereo not given)	?	-0.2	-14.6%	3.4	2.3%	0.3%	-3.1%	2.0%	1.3%[0.46 µM]	2.1	-14.7
CCc1c(C)nc(SCC(=O)N2CCCCC2C)[nH]c1=O (stereo not given)	2.9	-25.7	-6.6%	-0.7	-0.5%	-1.2%	3.1%	3.0%	0.5%	-1.1	-1.4
Cc1c(CCC(=O)O)c(=O)oc2cc(O)ccc12	2.6	-2.9	12.5%	1.9	0.6%	0.6%	0.7%	9.2%	-1.9%	-6.7	-3.3
Cc1c(C(=O)NN)nc2ccccn12	0.2	-17.0	12.0%	1.4	-1.2%	0.1%	-3.8%	-2.6%	-0.6%	-16.5	9.4
Cc1ccc(C2(O)C(=O)c3ccccc3C2=O)c(O)c1C	-0.2	19.5	.	-1.6	-2.0%	-0.1%	-0.3%	1.3%	0.2%	4.1	-2.4
COc1ccc(CN2CCC(=O)N([C@H](CO)Cc3ccccc3)CC2)cc1OC	0.0	-19.1	-3.1%	-0.3	-0.4%	2.9%	-0.2%	.	-3.7%	8.9	-7.1
Cc1ccc(C)c(SCC(=O)NC(=O)NCc2ccccc2)c1	-0.7	-13.8	0.7%	0.0	-0.9%	-0.5%	-5.0%	-0.2%	-1.6%	-1.1	-38.3
c1cnc(SCCCOc2ccc3ccccc3c2)nc1	6.1	23.0	10.0%	-1.4	0.7%	-1.0%	0.3%	1.5%	-0.7%	-6.0	-13.7
COCCNC(=O)C(C)OC(=O)C1=Cc2ccccc2OC1 (stereo not given)	-0.8	-5.3	12.4%	0.8	0.2%	-0.7%	-4.3%	6.6%	-2.9%	-7.3	0.2
Cc1nc(NCCCn2ccnc2)c2oc3ccccc3c2n1	-1.5	1.4	-26.1%	-14.9	0.4%	-0.1%	8.9%	3.2%	-0.8%	2.0	19.5
C[C@@]12C(=O)N(Cc3ccco3)CC(=O)N1[C@H]1c3cc(Cl)ccc3OC[C@@H]1[C@@H]2c1ccccc1	.	7.7	.	.	3.1%	0.1%	.	.	.	-11.3	-13.6
COc1ccc(NS(=O)(=O)c2ccc(-c3cnc(C4CC4)o3)cc2)cc1OC	29.6	1.0	.	.	-0.7%	-0.6%	15.1%	4.4%	.	8.9	-6.6
O=C(NCCN1CCN(S(=O)(=O)c2ccc([N+](=O)[O-])cc2)CC1)C(=O)Nc1ccccc1	-2.1	3.7	3.8%	2.4	7.1%	-0.3%	6.2%	0.9%	2.9%	21.7	2.5
O=C(CC1Nc2ccccc2NC1=O)NC1CCCCC1 (stereo not given)	-0.1	7.8	-0.4%	-1.7	0.8%	-0.1%	5.4%	12.0%	-6.1%	7.7	7.2
O=C(/C=C/c1ccc(Cl)cc1)NC1CC2CCC1C2 (stereo not given)	?	-20.2	-8.8%	-13.6	2.7%	0.0%	15.1%	-0.8%	2.7%	-0.1	-21.1
CC(Oc1ccccc1)C(=O)Nc1cccc(-c2nc3ccccc3[nH]2)c1 (stereo not given)	19.1	6.8	?	-0.4	3.3%	-0.1%	-0.8%	-1.6%	-1.9%	0.2	-14.9
CCCCNC(=O)CNC(=O)c1nn(-c2ccc(OC)c(Cl)c2)c(=O)c2ccccc12	11.3	7.8	23.4%	0.1	-9.9%	0.1%	8.7%	-1.2%	.	5.2	-18.0
COc1ccc(C2C3=C(CC(C)(C)CC3=O)N(CCN3CCOCC3)C3=C2C(=O)CC(C)(C)C3)cc1	3.8	-0.8	.	1.5	1.7%	0.4%	1.7%	0.7%	-3.5%	3.6	6.7
COc1ccc(C(=O)N2CCC(C(N)=O)CC2)cc1S(=O)(=O)N1CCCC1	1.9	17.4	.	.	-0.1%	-2.4%	.	.	.	-2.1	0.5
CCC(=O)N1c2ccc(S(=O)(=O)N3CCN(c4ccc([N+](=O)[O-])cc4)CC3)cc2CC1C (stereo not given)	0.8	-4.0	22.1%	3.3	1.3%	0.3%	5.5%	1.4%	.	-11.8	-99.1*
CCN(CC)CCN1C(=O)C(O)=C(C(C)=O)C1c1ccccc1[N+](=O)[O-] (stereo not given)	2.5	2.1	.	-20.4	7.9%	0.4%	-12.3%	7.2%	-8.2%	-2.2	-1.1
O=C(COC(=O)/C=C/c1cccs1)Nc1ccc(Cl)cc1F	.	10.1	.	.	0.8%	0.3%	.	.	.	-10.2	-13.2
O=C(NC1CS(=O)(=O)CC1NCc1ccccc1)c1ccccc1 (stereo not given)	1.1	-3.8	-0.8%	0.2	1.7%	0.4%	16.3%	8.3%	4.0%	8.4	-2.3
CC(C)c1ccccc1NC(=S)NCc1ccncc1	11.4	-6.9	3.1%	1.8	0.1%	-0.8%	-1.9%	-2.7%	0.1%	-2.7	-3.2
CC(C)[C@H](NS(=O)(=O)c1ccccc1)C(=O)OCC(=O)Nc1ccc2c(c1)OCO2	4.2	-14.4	3.2%	1.5	-1.8%	-0.7%	32.4%[activator]	-0.3%	7.1%	-1.7	-2.2
CN(Cc1ccccc1)C(=O)c1cc2ccccc2o1	3.6	7.6	1.3%	-1.2	-5.6%	0.1%	-2.4%	2.4%	-2.0%	-26.9	2.9
CCN(CC)S(=O)(=O)c1ccc(NC(=O)[C@@H](NC(=O)c2cc(OC)cc(OC)c2)C(C)C)cc1	-3.0	35.2[activator]	9.8%	1.7	0.5%	0.0%	-8.1%	-0.5%	5.3%	-7.7	-9.7
